mcGAS RapidFire: blocks mouse cGAS cGAMP production; Q8C6L5; recombinant mouse cGAS, cGAMP by RapidFire MS; inhibition, % at 12.5 µM; 130,000 compounds, 0.18% hits;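 active means inhibition of cGAS enzyme activity at or above 60%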;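 further: enzyme stimulated by 45 bp dsDNA with ATP and GTP substrates; cGAMP share of summed cGAMP plus half ATP and half GTP signals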
Target sequence (Q8C6L5 whole entry, looked up): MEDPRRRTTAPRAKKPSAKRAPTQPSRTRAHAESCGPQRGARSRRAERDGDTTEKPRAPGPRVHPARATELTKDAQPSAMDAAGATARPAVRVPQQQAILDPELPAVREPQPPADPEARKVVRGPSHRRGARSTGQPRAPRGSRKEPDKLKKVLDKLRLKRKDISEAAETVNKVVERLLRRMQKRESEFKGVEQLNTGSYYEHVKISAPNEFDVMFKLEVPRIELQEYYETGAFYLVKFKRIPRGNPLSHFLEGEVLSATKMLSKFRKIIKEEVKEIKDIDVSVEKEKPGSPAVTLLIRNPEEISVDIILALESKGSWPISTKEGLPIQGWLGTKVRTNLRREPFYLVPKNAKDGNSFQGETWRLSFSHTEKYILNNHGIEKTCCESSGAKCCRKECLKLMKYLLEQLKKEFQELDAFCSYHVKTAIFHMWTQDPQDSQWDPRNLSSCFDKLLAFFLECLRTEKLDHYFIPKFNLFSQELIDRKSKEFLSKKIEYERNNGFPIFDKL
* hit, by the source's call; & = joins results of further samples. This is a subset; the hit share may differ from the screen's.

SMILES	mcGAS RapidFire
O=C1N(Cc2cccnc2)CCCC12CCN(Cc1ccc(Cl)s1)C2 (centres undefined)	-6.9
Cc1ncsc1CNc1ccccc1OCC(F)F	-0.1
CC(=O)c1cccc(CN2CCCC(C(=O)Nc3ccc(-c4ccco4)cc3)C2)c1 (centres undefined)	-1.0
COc1ccc(-c2noc(CN3CCN(c4cnccn4)CC3)n2)cc1	-2.7
CCc1nnc(NC(=O)C(=O)NCCOC(=O)c2ccccc2Cl)s1	1.0
O=C(O)CCN1C(=O)C(=Cc2cccs2)SC1=S	7.9
CN(CCNC(=O)c1cnc(-c2ccccc2)nc1)S(C)(=O)=O	-28.7
CC(=O)Oc1ccc(Cn2cc(C(=O)NCc3ccc4c(c3)OCO4)sc2=O)cc1	-8.7
CC1CCC2(CC1)NC(=O)N(CC(=O)NC(C)C)C2=O (centres undefined)	-2.5
CC(C)CC1C(Cc2ccccc2)CCN1C(=O)CN1C(=O)C2CCCCN2C(=O)c2ccccc21 (centres undefined)	-5.4
CCNC(=O)c1cc(Br)c(OCC)c(OC)c1	-10.1
Cc1ccc(C(=O)Nc2ccc(N3CCCC3)nc2C)c(O)c1	-8.1
CC[C@H]1OC(=O)C[C@@H](O)[C@H](C)[C@@H](O[C@@H]2O[C@H](C)[C@@H](O[C@H]3C[C@@](C)(O)[C@@H](O)[C@H](C)O3)[C@H](N(C)C)[C@H]2O)[C@@H](CC=O)C[C@@H](C)C(=O)/C=C/C(C)=C/[C@@H]1CO[C@@H]1O[C@H](C)[C@@H](O)[C@@H](OC)[C@H]1OC	-7.1
CC(C)NC(=O)C(C#N)C(=O)C1CC1c1cccc(Cl)c1 (centres undefined)	-45.0
Cc1nc(C)n(CC2CCCN2C(C)C(=O)NCC2CCCO2)n1 (centres undefined)	-5.4
CCOc1ccc(NC(=O)C2CCN(C(=O)C(C)(C)C)CC2)cc1	-6.4&0.3
O=C1CC(c2n[nH]c(=O)n2CCc2ccc(F)cc2)CN1Cc1ccccc1 (centres undefined)	0.0
Cc1cc(-c2nc(-c3ccc(S(C)(=O)=O)cc3)c(-c3ccc(F)cc3)[nH]2)oc1C	-11.5
O=C(Cn1cnc2c(nnn2-c2cccc(Cl)c2)c1=O)c1ccc(Cl)cc1	7.0
CC(C)=CC1C(C(=O)Nc2cc(C)nn2Cc2ccccn2)C1(C)C (centres undefined)	-11.4
CC(=O)Nc1ccc(N=Cc2nc(-c3ccc(C)cc3)oc2O)cc1	-8.1
Nc1cc(C2CC2)nn1-c1ccccc1	-7.7
CCC(O)CN1CCN(C(=O)CCc2nccs2)CC1 (centres undefined)	-7.9
O=C1OCCN1C(=O)c1ccccc1	-0.3
Cc1c(Cl)cccc1NC(=O)N1CCN(C(=O)C(=O)N2CCCC2)CC1	-11.1
COc1ncc(-c2nccn2CCc2c[nH]c3ccccc23)cn1	-13.6
COCCN=c1scc(-c2ccccc2)n1/N=C1\CCc2ccccc21	-2.3
CC1CCN(C(=O)c2cc(N)ccc2N2CCCCC2)CC1	-3.3
N#Cc1c(Cl)nsc1NCC1(c2ccccc2)CCC1	-13.6
COc1ccc(C2CC(=O)c3ccc(OC)cc3O2)cc1 (centres undefined)	-8.1

3 records picked at random from those above:
SMILES	mcGAS RapidFire
CC(C)=CC1C(C(=O)Nc2cc(C)nn2Cc2ccccn2)C1(C)C (centres undefined)	-11.4
CCOc1ccc(NC(=O)C2CCN(C(=O)C(C)(C)C)CC2)cc1	-6.4&0.3
COCCN=c1scc(-c2ccccc2)n1/N=C1\CCc2ccccc21	-2.3

Returning to the listing; the 3 compounds before the break are reprinted first.
SMILES	mcGAS RapidFire
CC1CCN(C(=O)c2cc(N)ccc2N2CCCCC2)CC1	-3.3
N#Cc1c(Cl)nsc1NCC1(c2ccccc2)CCC1	-13.6
COc1ccc(C2CC(=O)c3ccc(OC)cc3O2)cc1 (centres undefined)	-8.1
COc1ccccc1N1CC(NC(=O)c2cc(C3CC3)[nH]n2)CC1=O (centres undefined)	-8.0
O=C(c1ccc(C(F)(F)F)cc1)N1CCCC(OCc2cc(F)ccc2F)C1 (centres undefined)	-4.9
Nc1nc(=S)c2[nH]cnc2[nH]1	-2.6
O=C(NCc1ccc(Cl)cc1)NCC1CCN(Cc2cnc[nH]2)C1 (centres undefined)	-14.9
CCOC(=O)C1(CC2CC2)CCN(S(=O)(=O)c2cc(C)sc2C)CC1	-4.3
CCOc1ccc2ccccc2c1C(=O)Nn1cnc2c(cnn2C(C)(C)C)c1=O	-8.0
CC(NC1(CN2CCOCC2)CCCCC1)C(=O)NC1CCCC1 (centres undefined)	-17.4
N#Cc1sc(=S)n(-c2ccccc2)c1N	-9.0
Clc1ncnc2c1oc1ccc(Br)cc12	-0.4
CC1=C(c2ccc(F)cc2)N2CCS(=O)(=O)N=C2S1	-13.9
COC(=O)C1CC2(CCN(CC(=O)Nc3cccc(C#N)c3)CC2)c2ccccc21 (centres undefined)	0.9
Cc1cc(CN(Cc2cc(C)no2)CC(CCl)n2cccn2)on1 (centres undefined)	-6.7
O=c1c2cnc3ncnn3c2ccn1-c1cccc2ccccc12	-5.2
Cc1nc(N2CCN(C)CC2)c2sc(=S)n(C)c2n1	-32.6
CC(=O)c1cc(Cl)c(C)cc1O	0.1
CC1=C(C)C(OCCCl)N(c2cc(O)c(Cl)cc2F)C1=O (centres undefined)	-4.9
O=C(Nc1ccc(-c2cscn2)cc1)C1CCCN1Cc1ccccc1 (centres undefined)	-7.3
CN(CC(=O)Nc1ccccc1F)C(=O)c1ccccc1	-13.6
O=C(NCC1CCCO1)C1CCCN(S(=O)(=O)N2CCCCCC2)C1 (centres undefined)	-3.7
COC(=O)c1ccc(Nc2nnc(C(C)(C)C)c(=O)[nH]2)cc1	-5.0
O=C(CSc1nnc(CNC(=O)c2ccccc2C(F)(F)F)n1-c1ccc([N+](=O)[O-])cc1)Nc1nccs1	3.2
CN(C)CCCNc1ncnc2ccc(Br)cc12	-3.1
CC(c1ccc(-c2ccc3cc[nH]c(=O)c3c2)cc1)N1CCOCC1 (centres undefined)	-10.2
Nc1nc(SCc2csc(-c3ccc(Cl)cc3)n2)n[nH]1	-4.0
O=C(O)c1c[nH]c2ccc(S(=O)(=O)NCCc3nc(C(c4ccccc4)c4ccccc4)n[nH]3)cc2c1=O	6.0
CC(=O)NCCc1ccc(C(=O)N2CCN(C)CC2C)cc1 (centres undefined)	-2.8
NS(=O)(=O)c1ccc(S(=O)(=O)Nc2ccc(F)c(Cl)c2)cc1	-18.6
COC(=O)c1ccc(S(=O)(=O)N2CCC(Oc3nc4ccccc4s3)CC2)cc1	-4.9
CC(C)Cn1c(N/N=C\c2ccccc2)nc2c1c(=O)n(C)c(=O)n2C	6.4
NC(=O)c1ccc(C(=O)N2CCCC2c2ccc(Br)cc2)s1 (centres undefined)	-12.4
Cc1cc(NCC(=O)NC2(C#N)CCCCC2)ccc1-n1cnnn1	-7.3
CCC1=NOC(O)(CC)C12CC2 (centres undefined)	-5.8
CC1(NC(=O)/C=C/c2ccc(-c3ccc(Cl)cc3)s2)CCS(=O)(=O)C1 (centres undefined)	5.5
CN(Cc1ccc(Cl)s1)S(=O)(=O)c1ccc(Cl)s1	-10.2
O=C(NC12CC3CC(CC(C3)C1)C2)c1cc2c(cc1Cl)N1CCCCCC1=NS2(=O)=O	2.3
CC(C)C[C@H]1CN(C(=O)c2ccc(-c3nnn(C)n3)cc2)CC[C@@]1(C)O	-7.8
Cc1ccc(-n2nc(CCCN)c(C#N)c2N)cc1	-1.3
CCSc1nnc(N)s1	-8.5
C[C@H]1O[C@H](O[C@@H]2[C@@H](O[C@H]3CC[C@@]4(C)C(CC[C@]5(C)C4CC=C4[C@@H]6CC(C)(C)CC[C@]6(C(=O)O)CC[C@]45C)[C@]3(C)CO)OC[C@@H](O)[C@H]2O)[C@@H](O)[C@H](O)[C@@H]1O (some centres undefined)	-0.7
CC(C)N(Cc1ccc(N(C)C)cc1)C(=O)NCC(F)(F)F	-93.6
Cc1ccc(NC(C)C(=O)NCCc2cccs2)cc1C(N)=O (centres undefined)	-10.2
COc1ccc(-c2n[nH]c(=S)n2CC(=O)N2CCN(c3cccc(C)c3C)CC2)cc1	-14.0
CCOc1cc(/C=C2\C(=N)N3N=CSC3=NC2=O)cc(Br)c1OC(=O)c1ccccc1	18.3
COc1ccccc1C1(c2nnc(CC3CCCCC3)o2)CCOCC1	-9.1
c1ccc2c(c1)nc(Nc1ccc3c(c1)OCO3)c1nnnn12	-6.6
COc1ccc(C2CC(c3ccc(Br)s3)=Nc3nnnn32)cc1OC (centres undefined)	-7.8
O=C(Nc1ccc(Cl)c(Cl)c1)Nc1ccc(I)cc1F	0.6
CN(CCc1cnn(C)c1)C(=O)c1coc(COc2cccc(C(F)(F)F)c2)n1	-2.8
O=C1c2ccccc2NC2(CCN(S(=O)(=O)c3ccc4c(c3)CCO4)CC2)N1CCO	-11.1
COc1ccc(C(C)N(C)C(=O)/C=C/c2cnn(C)c2)cc1 (centres undefined)	-6.9
Cc1cccc(NC(=O)C(=O)Nc2ccc3c(c2)N(S(=O)(=O)c2cccs2)CCC3)c1C	2.1
COc1ccc(C(Cl)=C(c2ccc(OC)cc2)c2ccc(OC)cc2)cc1	0.1
O=C(c1cc(COc2c(F)cccc2F)on1)N1CCC(OCc2cccnc2)CC1	-0.6
Cc1ccccc1-n1ncc(C(C)NC(=O)C2=CCCCC2)c1C (centres undefined)	-3.3
CCCNS(=O)(=O)c1cc(NC(=O)c2cccs2)ccc1Oc1cc(C(=O)O)nn1C	3.9
CC1CCN(CC2CCCN(C(=O)c3cc(Cl)ccc3-n3cnnn3)C2)CC1 (centres undefined)	-4.2
Cn1cc(S(=O)(=O)N2CSCC2C(=O)N2CCSCC2)c(=O)n(C)c1=O (centres undefined)	0.5
CCOc1ccccc1-n1c(C)cn2c3c(=O)n(C(C)C(C)=O)c(=O)n(C)c3nc12 (centres undefined)	-6.4
COCCN1CCCC(O)(CN2CCSCC2)C1=O (centres undefined)	-5.3
CC(=O)c1ccc(NC(=O)NCC(C(C)C)N2CCCC2)cc1 (centres undefined)	-1.3
More entries
SMILES	mcGAS RapidFire
CN1C(=O)CON=C1c1ccc2c(c1)CCO2	-9.6
Cc1nc(CS(=O)(=O)c2nnc(N(C)C)s2)cs1	-10.1
O=C(NCCN1CCCCCC1=O)c1cccnc1Oc1ccc(Br)cc1	-9.6
O=C(O)CCCCN1C(=O)CSC1=S	-14.5
CCCCN(CCC(=O)O)c1nc(Cc2ccc(F)cc2)ns1	0.6
CCCn1cc(C(=O)N2CCCC3(CN(C)C(=O)O3)C2)c(C)n1 (centres undefined)	-4.0
COc1ccc(S(=O)(=O)NC(=O)C2(C)CCN2C(=O)CC2CC2)cc1OC (centres undefined)	-7.9
CS(=O)(=O)NCC(=O)NCc1cnn2ccccc12	-29.7
Clc1cccc(-n2ncc3c(N4CCNCC4)nc(Cc4ccccc4)nc32)c1	-5.3
O=C(O)c1cc(-c2ccoc2)cc(S(=O)(=O)N2CCSCC2)c1	42.3
CC1(C(=O)NS(=O)(=O)c2cccc(C#N)c2)CCN1C(=O)COc1ccc(Cl)cc1 (centres undefined)	-6.3
CCN(CC)c1ccc(C(=O)Nc2ccc(NC(=O)OC)cc2)c(O)c1	2.3
O=C(COc1ccc(Cl)c2ccccc12)N1CCC(C(=O)N2CCCCCC2)CC1	5.9
Cc1ccnc(NC(=O)CCNS(=O)(=O)c2c(C)cc(C)cc2C)c1	-6.0
O=S(=O)(NCc1ccccc1)NCc1nnc2n1CCCC2	2.3
CC(=O)N1CSCC1C(=O)OCc1ccccn1 (centres undefined)	-5.9
Cc1cc(OC(F)F)c(C(=O)Nc2c(C)nn(C(C)C)c2C)s1	-2.6
Cc1cc(S(=O)(=O)N2CCOCC2)c(C)cc1Br	-11.3
CN(C)c1ccc(-c2cc(Nc3ccc(C(C)(C)C)cc3)ncn2)cc1	-3.6
CC(C)Oc1cc(C(=O)O)ccn1	-37.0
Cc1cn2c3c(=O)n(CCCc4ccccc4)c(=O)n(C)c3nc2n1CCN1CCOCC1	-0.7
CN(C)c1ccc(CNC(=O)Nc2cc(C(F)(F)F)no2)cc1	8.0
CCOc1ccc(C(=O)NNc2ccccc2C(F)(F)F)cn1	-5.9
CN(CCc1cnn(C)c1)Cc1nc(-c2cccc(Cl)c2)no1	-5.2
O=C(O)CC1CC(C(=O)c2ccccc2)=C2SCCN2C1=O (centres undefined)	-4.3
CCn1c(SCC(=O)N(C)CC(=O)N(C)C)nc2ccccc21	-0.3
O=C(NCC1CCCN(C(=O)CCN2CCCO2)C1)c1ccc(-c2ccccc2)cc1 (centres undefined)	-7.5&1.3
O=C(CC1COCCN1)NCCSc1ccccn1 (centres undefined)	-22.0
CN=c1scc(-c2ccccc2F)n1N=Cc1ccccc1O	0.8
CCCS(=O)(=O)NC1CCN(C(=O)NCc2ccc(OC)cc2)CC1	-15.4
CN(C)C(=O)CN1CCN(C(=O)CSc2nnnn2C2CCCCC2)CC1	-7.8
NS(=O)(=O)c1ccccc1NS(=O)(=O)c1ccc(OC(F)(F)F)cc1	2.5
Cc1cc2c(=O)n(NC(=O)C(C)n3nc(C(F)F)c(Cl)c3C)c(C)nc2s1 (centres undefined)	4.2
CN(CC(=O)Nc1c(Cl)cccc1Cl)C(=O)CCn1cnc2ccccc2c1=O	6.8
Cc1c(C(=O)NC(C)C)oc2c1-c1[nH]ncc1CC2	-2.8
CCOCC1CCN(Cc2ccc(C(=O)OC)o2)CC1	-5.6
COC(=O)c1c(C)[nH]c(C(=O)OCC(=O)c2cccc(F)c2)c1C	-7.4
CCC1CN(c2ncccc2C(=O)Nc2ccc(Br)cc2)CCO1 (centres undefined)	3.6
CC1(C)NC(=O)N(CC(=O)O)C1=O	-3.3
Cc1ccccc1-c1noc(CNCCc2c[nH]c3c(C)cccc23)n1	-23.5
Cc1cc(CN2CC[C@@H](c3ccc4c(c3)OCO4)[C@H](O)C2)sc1C	-25.8

By substructure: the compounds so far with a tert-butyl group.
SMILES	mcGAS RapidFire
CCOc1ccc(NC(=O)C2CCN(C(=O)C(C)(C)C)CC2)cc1	-6.4&0.3
CCOc1ccc2ccccc2c1C(=O)Nn1cnc2c(cnn2C(C)(C)C)c1=O	-8.0
COC(=O)c1ccc(Nc2nnc(C(C)(C)C)c(=O)[nH]2)cc1	-5.0
CN(C)c1ccc(-c2cc(Nc3ccc(C(C)(C)C)cc3)ncn2)cc1	-3.6
